Screens: PubChem, National Center for Advancing Translational Sciences (NCATS)
Lipid storage S3: qHTS Assay for Lipid Storage Modulators in Drosophila S3 Cells; Drosophila S3 cells, BODIPY lipid droplet fluorescence, 18-24 h; cells fed with added oleic acid; Potency in µM for hits, for the others lipid storage change, negative = inhibition, % at the top dose, mostly 46.1 µM; hit rate 0.64% among 320,000; AID 2685; active = well fitted inhibition curve with a large enough effect in the signal ratio, with a control signal flat, not every such curve was filed as active; inconclusive = small, poorly fitted or top-dose-only effect, or effect the other way, or a change in a side signal; the % refers to the signal ratio
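Laser-scanning cytometry quantifies lipid droplet accumulation (500–530 nm total intensity; droplet/cell object ratio) in oleic acid-fed (400 uM added) Drosophila S3 cells treated with a concentration series. 20 uM Triacsin C defined 100% inhibition.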
Lipid storage S3 cell count max: second read-out of Lipid storage S3, no call of its own (marks repeat the call); cell number change, %; measured here: cell count max response;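 cells counted by Cell Tracker Red CMTPX staining in the red channel; peak over a dose series mostly up to 46.1 µM; percent activity relative to internal control wells on each plate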
Starred values were filed as active, the others as inactive; i = inactive; ? = inconclusive; · = no result given. % is scaled to controls: 0 for no effect and ±100 for the full control effect; potency is read from the fitted curve at half-maximal effect.

SMILES	Lipid storage S3	Lipid storage S3 cell count max
CC1CN(C(=O)COC(=O)c2cc([N+](=O)[O-])ccc2Cl)CC(C)O1 (centres undefined)	?	·
Cc1ccc(NC(=O)C2CCCN(S(=O)(=O)c3ccc4[nH]c(=O)ccc4c3)C2)cc1C (centres undefined)	?	·
COc1ccccc1-n1cc(C(=O)NCC(=O)N2CCN(Cc3ccccc3)CC2)c2ccccc2c1=O	7%	-5
O=C(Cn1nnc2ccccc21)NNC(=O)c1ccccc1	0%	13
O=C(CCc1nnc(CCc2ccccc2)o1)N1CCCCC1CCn1cccn1 (centres undefined)	16%	1
O=C(CNS(=O)(=O)c1ccccc1)OCC(=O)c1cccc([N+](=O)[O-])c1	?	·
COc1cccc(N2CCN(Cc3nc4ccccc4c(=O)[nH]3)CC2)c1	?	·
O=[N+]([O-])c1ccccc1N/N=C/c1cc2ccccc2nc1Cl	?	·
Cc1ccc2occ(/C=N/NC(=O)c3ccccc3O)c(=O)c2c1	-9%	1
CCOC(=O)c1sc(=NC(=O)C2CC2)n(C)c1C	?	·
COCCn1c(=S)[nH]c2cc(C(=O)NCCCN3CCOCC3)ccc2c1=O	2%	13
O=C(CN(C(=O)c1csnn1)c1cccc(F)c1)NCc1ccc2c(c1)OCO2	5%	8
O=C1CCN(Cc2ccc([N+](=O)[O-])cc2)CCN1CCO	?	·
C=CCN=C(CC)C1=C(O)CCCC1=O	4%	-14
Cc1ccc(C(=O)c2ccccc2C(=O)OCC(=O)NC(=O)NC(C)(C)C)cc1	?	·
Fc1cccc(CSc2ccc3nnc(-c4cccnc4)n3n2)c1	?	·
CCOC(=O)C1=C(C)N(C)C(C)=C(C(=O)OCC)C1c1ccsc1	?	·
CC1OC(OC2C(Oc3c(-c4ccc(O)cc4)oc4cc(O)cc(O)c4c3=O)OC(COC3O[C@@H](C)[C@H](O)[C@@H](O)C3O)C(O)C2O)C(O)C(O)C1O (some centres undefined)	?	·
Cc1cc(OCCn2cnc3ccccc3c2=O)ccc1[N+](=O)[O-]	0%	8
CCOC(=O)c1ccc(N2C(=O)C(O)=C(C(C)=O)C2c2ccccc2)cc1 (centres undefined)	0%	-14
CCOC(=O)C1CCN(c2ccc([N+](=O)[O-])cc2)CC1	-23%	-12
COCCn1cnc2cc(C)c(C)cc21	5%	21
COC(=O)c1cc(OC)c(OC)cc1NC(=S)N1CCOCC1	?	·
O=C(N[C@@H](Cc1ccccc1)C(=O)O)c1c(F)c(F)c(F)c(F)c1F	-14%	15
CC(=O)Nc1ccc(S(=O)(=O)NNc2cccc(C)c2)cc1	?	·
COc1cc(CN2CCCCCC2)cc(Br)c1O	?	·
COc1ccc(S(=O)(=O)N(C)CC(=O)N2CCN(C)CC2)cc1Cl	?	·
O=C(CCN1CCN(c2ccccc2)CC1)N/N=C/c1ccc(O)c(O)c1O	-10%	-8
COC(=O)c1ccccc1NC(=O)C1CCCN(S(=O)(=O)c2ccc(OC)cc2)C1 (centres undefined)	?	·
O=C1C=C(O)C(n2cncn2)C(c2ccc(F)cc2)C1 (centres undefined)	?	·
COc1ccc(N2C(=O)/C(=C\c3ccco3)N=C2SCC(=O)NC(C)(C)C)cc1Cl	?	·
CCOC(=O)N1CCC(Nc2c(Nc3ccc(C)c(C)c3)c(=O)c2=O)CC1	?	·
NC(=O)CSc1ccc(S(=O)(=O)N2CCCCC2)cn1	7%	-25
O=C(NC(=S)NCCc1ccccc1)C1CCCCC1	?	·
O=c1ccccn1Cc1c(F)cccc1Cl	?	·
CCOc1cc(C(C(=O)NCC2CCCO2)N(C(=O)Cn2nnc3ccccc32)c2ccccc2OC)ccc1O (centres undefined)	i	·
COC(=O)CCNS(=O)(=O)c1ccc2ccccc2c1	-2%	1
CC(C)(C)NCC(O)COc1ccccc1C(=O)CCc1ccccc1 (centres undefined)	4%	3
Cc1cc(C(=O)N2CCC(Cc3ccccc3)CC2)no1	17%	·
CCCCN(C(=O)c1ccc(-n2nc(C)cc2C)cc1)c1c(N)n(CCC)c(=O)[nH]c1=O	?	·
CC1(C)CC(=O)C(C=NCCN2CCN(C3CC(=O)N(c4ccc(Br)cc4)C3=O)CC2)=C(O)C1 (centres undefined)	24%	-8
O=C(Nc1ccccc1)/C(=C\c1ccccc1)NC(=O)c1ccco1	11%	-15
CS(=O)(=O)N(Cc1ccc(F)cc1)Cc1nc2ccccc2c(=O)[nH]1	?	·
NS(=O)(=O)c1ccc(CCNc2ccnc3cc(Cl)ccc23)cc1	i	4
O=C(CNC(=O)c1ccccc1F)OCn1nnc2ccccc2c1=O	?	·
CCN1/C(=C/C=C/c2sc3ccccc3[n+]2CC)Sc2ccccc21	?	·
COc1ccc(C(C(=O)NC2CCCC2)N(Cc2ccco2)C(=O)c2snc(C(N)=O)c2N)cc1OC (centres undefined)	20%	·
COC(=O)c1ccc(/C=N/NC(=O)CC(=O)NC(C)C)cc1	-6%	-1
O=C(OCc1ccc(Cl)cc1)c1ccccc1C(=O)c1ccccc1	26%	-28
O=C(O)c1cccc(CSc2nnc(COc3ccccc3)o2)c1	i	·
CSc1ccc(-c2cccc([N+](=O)[O-])c2)nn1	?	·
COc1ccccc1NCN1C(=O)CCC1=O	?	·
O=C(CSc1nc2[nH]ncc2c(=O)[nH]1)Nc1cccc(Cl)c1	?	·
Cc1nc(NC(=O)/C=C/c2ccccc2)sc1C(=O)Nc1ccccc1	6%	-22
COc1ccccc1CNC(=O)COC(=O)c1cccc(S(=O)(=O)N2CCOCC2)c1	?	·
Cc1cc(C)cc(NCc2cc(=O)oc3cc(-c4ccccc4)c(O)cc23)c1	?	·
Cc1ccc(NCc2nc(SCC(=O)Nc3ccccc3)n[nH]2)cc1	27%	-7
O=C(O)CCSc1nc2ccccc2n1CCOc1ccccc1	?	·
CC(=O)Nc1ccccc1Sc1ccc2c3c(cccc13)C(=O)N(c1ccc(C)cc1)C2=O	?	·
CCN(CC)C(=S)NCCc1ccccc1	-10%	-19

Copied from the entries so far (18 entries):
SMILES	Lipid storage S3	Lipid storage S3 cell count max
CCCCN(C(=O)c1ccc(-n2nc(C)cc2C)cc1)c1c(N)n(CCC)c(=O)[nH]c1=O	?	·
CC1(C)CC(=O)C(C=NCCN2CCN(C3CC(=O)N(c4ccc(Br)cc4)C3=O)CC2)=C(O)C1 (centres undefined)	24%	-8
O=C(Nc1ccccc1)/C(=C\c1ccccc1)NC(=O)c1ccco1	11%	-15
CS(=O)(=O)N(Cc1ccc(F)cc1)Cc1nc2ccccc2c(=O)[nH]1	?	·
NS(=O)(=O)c1ccc(CCNc2ccnc3cc(Cl)ccc23)cc1	i	4
O=C(CNC(=O)c1ccccc1F)OCn1nnc2ccccc2c1=O	?	·
CCN1/C(=C/C=C/c2sc3ccccc3[n+]2CC)Sc2ccccc21	?	·
COc1ccc(C(C(=O)NC2CCCC2)N(Cc2ccco2)C(=O)c2snc(C(N)=O)c2N)cc1OC (centres undefined)	20%	·
COC(=O)c1ccc(/C=N/NC(=O)CC(=O)NC(C)C)cc1	-6%	-1
O=C(OCc1ccc(Cl)cc1)c1ccccc1C(=O)c1ccccc1	26%	-28
O=C(O)c1cccc(CSc2nnc(COc3ccccc3)o2)c1	i	·
CSc1ccc(-c2cccc([N+](=O)[O-])c2)nn1	?	·
COc1ccccc1NCN1C(=O)CCC1=O	?	·
O=C(CSc1nc2[nH]ncc2c(=O)[nH]1)Nc1cccc(Cl)c1	?	·
Cc1nc(NC(=O)/C=C/c2ccccc2)sc1C(=O)Nc1ccccc1	6%	-22
COc1ccccc1CNC(=O)COC(=O)c1cccc(S(=O)(=O)N2CCOCC2)c1	?	·
Cc1cc(C)cc(NCc2cc(=O)oc3cc(-c4ccccc4)c(O)cc23)c1	?	·
Cc1ccc(NCc2nc(SCC(=O)Nc3ccccc3)n[nH]2)cc1	27%	-7

Going on with the list:
SMILES	Lipid storage S3	Lipid storage S3 cell count max
O=C(NCCN1CCOCC1)C1CC(=O)N(c2ccc(F)cc2)C1 (centres undefined)	-13%	4
CC1CCN(C(=S)NC(=O)c2ccc(C(C)(C)C)cc2)CC1	?	·
CC12CC(NC(=O)N1c1cccc(C(=O)NCc3ccccc3)c1)c1ccccc1O2 (centres undefined)	?	·
O=C(c1ccco1)N1CCN(C(=O)c2cc3cc([N+](=O)[O-])ccc3oc2=O)CC1	?	·
Cc1ccccc1N1CCN(C2CCCN(C(=O)CCn3cnnn3)C2)CC1 (centres undefined)	?	·
CCc1nnc(NC(=O)CSc2nnc(C3CCCCC3)n2-c2ccccc2)s1	12%	-1
CCOC(=O)[C@@H]1[C@H]2COc3ccc(Br)cc3[C@@H]2N2C(=O)N(c3ccccc3)C(=O)[C@@]12C	?	·
CCc1ccccc1NS(=O)(=O)c1cc2c3c(c1)CCN3C(=O)CC2	?	·
O=C(CCCOC(=O)c1ccc(O)cc1O)c1ccc(F)cc1	15%	-7
Cc1ccc(NS(=O)(=O)c2ccc(C(=O)N3CCCCCC3)cc2)cc1	?	·
O=C1CCCc2sccc2N1	i	7
CCOC(=O)CC(NC(=O)c1cc2cc(Br)ccc2oc1=O)c1cccc([N+](=O)[O-])c1 (centres undefined)	23%	-1
CCOC(=O)C1CCN(C(=O)COc2ccc(S(=O)(=O)NC(C)(C)C)cc2)CC1	18%	-1
O=C(NCC(=O)N1CCCC(C(F)(F)F)C1)c1ccc(Oc2ccccc2)cc1 (centres undefined)	?	·
NC(=O)c1cc(S(=O)(=O)NCCCc2ccccc2)cs1	-20%	-16
CC[n+]1c(C)sc2c3ccsc3ccc21	?	·
CN(CC(=O)N1CCN(c2cccc(Cl)c2)CC1)S(=O)(=O)c1cccs1	?	·
O=C(Nc1nc(-c2ccc(Cl)s2)cs1)c1ccccc1	?	·
CCOc1ccc(N(CC(=O)NCc2ccco2)C(=O)CCC(=O)Nc2nccs2)cc1	i	28
CCN(CC)c1ccc(/C=N/NC(=O)CNC(=O)C2COc3ccccc3O2)c(O)c1 (centres undefined)	?	·
COc1ccc(C2c3c(n[nH]c3C)CC(C)(O)C2C(C)=O)cc1OC (centres undefined)	?	·
Cc1ccc(-c2cn3cccnc3n2)cc1NC(=O)c1ccc(Br)o1	?	·
N#Cc1nc(-c2ccc(Cl)cc2)oc1NCC1CCCO1 (centres undefined)	?	·
CN(C)S(=O)(=O)c1cc(NC(=O)CN2CCOCC2)ccc1Cl	?	·
COc1ccccc1C(=O)N(C1=NC(C)CS1)c1ccc(Cl)cc1 (centres undefined)	?	·
O=C(NCCO)c1cccc(Nc2nc(-c3ccccc3)c3cc(Cl)ccc3n2)c1	?	·
O=C(Nc1ccc(N2CCCC2)cc1)c1cc2ccccc2o1	?	·
CCOc1ccc(N(CC(=O)NCCOc2ccc(C)cc2)S(=O)(=O)c2ccccc2)cc1	3%	24
Cc1ccc(CNC(=O)CCC2CCCN(C(=O)c3ccc4c(c3)OCO4)C2)o1 (centres undefined)	1%	20
Cc1ccc(S(=O)(=O)NC(CC(C)C)C(=O)N2CCCCCCC2)cc1 (centres undefined)	?	·
CCN(CC)C(=O)N1CCN(C(=O)N2CCOCC2)CC1	?	·
COc1ccccc1N1C(=O)N(C(C)=O)C2C1Nc1ccccc1N2C (centres undefined)	?	·
CSc1ccccc1OCc1cc(C(=O)N(C)C(C)c2ccccn2)no1 (centres undefined)	i	0
O=S(=O)(O)c1nc2ccccc2n1Cc1ccc(Cl)cc1	6%	-4
Cc1ccc(CNC(=S)NC2CCCCC2)cc1	?	·
Cc1ccc(S(=O)(=O)Nc2ccc(N3CCOCC3)cc2)cc1C	?	·
CCCCCCCCCCC(=O)Nc1cccnc1	0%	7
O=c1c(Sc2ccccc2)c(C(F)(F)F)[nH]n1-c1ccccc1	?	·
O=C(NCc1ccccc1)C1CCC(CNc2c(N3CCCCC3)c(=O)c2=O)CC1 (centres undefined)	?	·
COc1cccc(CNC(=O)c2ccc(COc3ccccc3)cc2)c1	?	·
N#CCCN(C(=O)COC(=O)c1ccc2c(=O)n3c(nc2c1)CCC3)c1ccc(F)cc1	-24%	·
O=C(Nc1ccccn1)C1CCN(c2ncnc3c2nc2n3CCCCC2)CC1	?	·
O=C(COC(=O)/C(=C/c1cccs1)c1cccs1)NCc1ccccc1Cl	22%	25
CN(CC(=O)Nc1ccc(F)c(F)c1F)C(=O)C1=NN(c2ccccc2)C(=O)CC1	?	·
O=C(NCCCN1CCCC1=O)c1ccccc1NS(=O)(=O)c1ccc(F)cc1	-11%	8
O=C(NCCCn1ccnc1)c1ccc(Cl)c(Cl)c1	i	8
Cc1oc2c(C)c3oc(=O)c(CCC(=O)NCCN4CCOCC4)c(C)c3cc2c1C	?	·
O=C(c1cccc(C(F)(F)F)c1)N1CCOc2ccccc21	-5%	-24
Cc1ccc(CSc2nnc(-c3ccc(S(=O)(=O)N4CCCC4)cc3)o2)cc1	?	·
O=C(Cc1c(F)cccc1Cl)OCN1C(=O)c2ccccc2C1=O	-4%	10
COc1ccc(C(=O)Cn2nnc(-c3ccccc3-n3cnnn3)n2)cc1	22%	-15
COCCNC(=O)/C(C#N)=C/c1cccc(OCc2ccccc2)c1	13%	1
CC1Cc2ccccc2N1C(=O)CSc1nncn1C (centres undefined)	-11%	10
O=C(NCc1ccco1)c1csc(Nc2ccccc2Cl)n1	?	·
COc1cc(/C=C/C(=O)N2c3ccccc3Sc3ccc(C(F)(F)F)cc32)cc(OC)c1OC	?	·
Cc1ccc(C)c(NC(=O)C(Sc2nncn2C)c2ccccc2)c1 (centres undefined)	19%	-3
Cc1ccc(N)c(C(=O)CCCCC(=O)O)c1	?	·

A portion of the library; count on the stated rates, not on these rows.
